Imprint erasure: inducers of genomic imprint erasure in mouse ES cells; mouse ES Peg3-LacZ reporter, beta-gal luminescence, 40 h; Potency, µM (titrated, usually from 60.7 µM), for the others: at the top dose activity change, positive = activation, hits mostly activators; 110,000 tested, 0.02% active;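 further: 0% = negative control wells on the plate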
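Imprint erasure is scored as LacZ activity from the silenced maternal Peg3 allele in feeder-free female ES cells cultured 40 h with LIF. Luminescence is normalized to in-plate negative controls and fitted to the Hill equation.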
p53ts 32C tox: p53ts cell cytotoxicity, permissive temperature. H1299-p53A138V at 32C, ATP luminescence viability, 24 h. Potency, µM (series often up to 46.1 µM), without a hit: at the highest dose activity change, negative = cytotoxicity, actives largely listed as cytotoxic. 130,000 tested, 0.93% active. AID 924;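 further: 0% = DMSO and -100% = full killing by reference compound; nearly all actives have a fitted effect of over 55% in size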
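Viability by ATPlite luminescence after 24 h compound treatment (up to 46 uM) at the permissive 32C. Cells are H1299 carrying p53 A138V. Scale runs from DMSO basal to 100 uM tamoxifen as full kill; AC50 from Hill fits.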
IkB sig inh: inhibitors of IkB signaling in ABC-DLBCL cells; ABC-DLBCL IkBa-CBG/CBR dual luciferase ratio, 4 h; response scale: scaled: untreated 0%, proteasome inhibitor 100%; Potency, µM (titrated, usually from 57.1 µM), for inactives: at the highest dose IkBa stabilization activation; 110,000 tested, 0.04% active; active means well fitted curve in the direction sought with a large enough effect in the signal ratio, not every such curve was filed as active; inconclusive means small, poorly fitted or top-dose-only effect, or a change in a side signal; the % refers to the signal ratio;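 further: the direction sought is a rising ratio; 0% = basal untreated cells and 100% = reference inhibitor full response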
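Curves were fitted separately to fusion (green), unfused (red) and ratio luminescence, then classed by r2, magnitude and activity. Cells: OCI-Ly3, 4 h compound plus doxycycline at 37C; 10 uM MG-132 defined full response.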
p53ts 39C kill: kills p53ts cells at the nonpermissive temperature; Potency, µM (titrated, usually from 46.1 µM), without a hit: at the highest dose activity change, negative = cell killing, actives largely listed as cytotoxic; H1299-p53A138V viability at 39C, ATP luminescence, 24 h; 130,000 tested, 1.5% active; AID 902; further: nearly all actives have a fitted effect of over 55% in size
Starred values were filed as active, the others as inactive; ? = inconclusive; nt = no result given; [ ] = dose if it differs, or a comment. Unless noted, the call rests on the fitted dose curve; in most records, active means well fitted curve in the direction sought with a large enough effect; inconclusive means small, poorly fitted or top-dose-only effect, or another doubt; inactive means no such curve, though single readings can be large; an effect the other way counts as inactive or inconclusive. Unless noted, on the % scale 0 is the no-effect control and ±100 the full control effect; potency means the concentration at half of the fitted maximal effect.

Each structure is followed by: p53ts 39C kill, IkB sig inh, p53ts 32C tox, Imprint erasure
CCC(CC)C(=O)Nc1ccc2nc(SCC(=O)N3CCOCC3)sc2c1
    2%, ?, 1%, -11%[10.9 µM]
O=C(CN1CCCCC1)Nc1cc(Cl)ccc1Cl
    -10%, 4.9%, -7%, -17%
Cc1ccc(Sc2c(C)nn(C(=O)COc3ccccc3Br)c2C)cc1
    -7%, 12%, 5%, 13%[10.9 µM]
CC1C/C(=N/Nc2ccc([N+](=O)[O-])cc2[N+](=O)[O-])CC(C)(C)C1 (stereo not drawn)
    19%, nt, 11%, nt
CCC1CN(C(=O)N2CCC(C(=O)NCCc3ccccc3C)CC2)c2ccccc2O1 (stereo not drawn)
    -17%, ?, 1%, -21%[10.9 µM]
COc1ccccc1NC(=O)CN1C(=O)C2(OCCCO2)c2ccccc21
    4%, 3.3%, -15%, -1%
CC1Cc2ccccc2N1C(=O)CCNS(=O)(=O)c1cccc2nsnc12 (stereo not drawn)
    -5%, -0.2%, -16%, -9%
CCOC(=O)C1CCN(CCC(=O)Nc2ccccc2OC)CC1
    16%, -2.3%, -2%, -12%[10.9 µM]
CCOc1cc2[nH]c(=O)n(CCCCC(=O)NCc3ccco3)c(=O)c2cc1OCC
    -6%, -1.4%, 1%, -10%
Cc1ccc(C)c(Cn2cc(CCC(=O)NC3CCCCC3)c3ccccc32)c1
    -1%, 1.0%, 3%, 15%[10.9 µM]
CC1CCCCN1C(=O)CSc1nc2ccccc2n1CC(=O)N1CCc2ccccc21 (stereo not drawn)
    3%, 0.4%, 16%, -13%
COc1ccc(-c2noc(CCC(=O)Nc3cccc(C)c3)n2)cc1
    -6%, 0.6%, -4%, -25%
Cc1ccc(-c2noc(CCC(=O)NCCc3ccccc3Cl)n2)cc1
    -3%, -0.2%, -7%, -23%
Cn1cccc1C(=O)c1ccc(Cl)cc1Cl
    -7%, 0.1%, -4%, -21%
COC(=O)c1c(C)sc(-c2c(-c3ccc(F)cc3)[nH]c3[nH]c(=O)[nH]c(=O)c23)c1O
    -3%, ?, 7%, -10%[10.9 µM]
CN(C)Cc1ccccc1-c1nc(NC2CC2)c2ccccc2n1
    -25%, 3.5%[11.4 µM], -7%, -12%
CCOCCCn1c(SCC(=O)Nc2ccccc2CC)nc2ccccc2c1=O
    -29%, 0.8%, 4%, 6%[10.9 µM]
O=C(Nc1ccccc1C(=O)N1CCCC1)c1cccc(S(=O)(=O)N2CCCCC2)c1
    -6%, -0.9%, 4%, -24%
CCOC(=O)C1CCN(S(=O)(=O)c2ccc(C(C)=O)cc2)CC1
    14%, nt, 4%, nt
Cc1c(NC(=O)c2cc(=O)c3ccccc3o2)c(=O)n(-c2ccccc2)n1C
    -6%, 2.9%, -2%, -4%[10.9 µM]
CC(=O)C1C(c2cn(-c3ccccc3)nc2-c2cccs2)NC(=O)NC1(O)C(F)(F)F (stereo not drawn)
    -8%, -1.3%, -4%, -16%
CC1(C)S[C@@H]2[C@H](NC(=O)[C@@H](NC(=O)N3CCNC3=O)c3ccccc3)C(=O)N2[C@H]1C(=O)O
    4%[20.6 µM], 0.0%[25.6 µM], -4%[20.6 µM], -8%[16.8 µM]
BrC(c1cccc2ccccc12)c1cccc2ccccc12
    -5%[9.22 µM], 1.3%[11.4 µM], -5%[9.22 µM], 5%[10.9 µM]
O=C(Nc1ccc(Cl)c(Cl)c1)OCc1cccnc1
    -7%, ?, 5%, 3%
COc1ccccc1CNc1cc(-c2ccccc2C(F)(F)F)ncn1
    ?, 12%[11.4 µM], ?, -13%
CC(=O)c1cccc(Nc2ncnc3c2cnn3C)c1
    -8%, -4.8%, 10%, -4%[10.9 µM]
Cc1ccc(NC(=O)CC2Nc3cccc4cccc(c34)NC2=O)cc1 (stereo not drawn)
    -19%, ?, 4%, -5%[10.9 µM]
COc1cccc(C2CN(c3ccc(F)cc3F)N=C2c2cccs2)c1OC (stereo not drawn)
    -17%, nt, -16%, nt
CCOCCCNC(=O)c1cc2c(=O)n3cccc(C)c3nc2n1C
    0%, 3.8%, -1%, -20%
Cc1ccc2cc3cc(C(=O)NCCCN4CCc5ccccc5C4)oc3nc2c1
    ?, ?, -10%, -18%

The listing continues.
Each structure is followed by: p53ts 39C kill, IkB sig inh, p53ts 32C tox, Imprint erasure
O=S(=O)(Cc1ccccc1)N1CCN(C2Cc3ccccc3C2)CC1
    4%, 2.9%, -1%, -6%
CC(C)CCNC(=O)c1cccc(Nc2nc3ccccc3n3nnnc23)c1
    10µM*, ?, ?, -19%[10.9 µM]
CC(=O)OC[C@@H]1O[C@@H](O/N=C2/C[C@@H](O)[C@@H](O)[C@@H]3[C@@H]4C(=O)N(Cc5ccccc5)C(=O)[C@H]4CC[C@@H]23)[C@H](OC(C)=O)[C@H](OC(C)=O)[C@@H]1OC(C)=O
    2%[9.22 µM], nt, -4%[9.22 µM], nt
COc1cccc(NC(=O)C2CCCN2C(=O)Nc2ccccc2F)c1 (stereo not drawn)
    7%, -1.0%, -3%, 0%
CC1CN(C(=O)c2cc3c(s2)CCC3)CC(C)O1 (stereo not drawn)
    -2%, -1.1%, 0%, -9%
CCCC/C=C/C(NC(=O)c1ccc(C(=O)OC)cc1)c1ccccc1 (stereo not drawn)
    -3%, nt, 9%, -8%
COc1ccc(CNc2nc(-c3cccc(C#N)c3)nc3ccccc23)c(OC)c1
    -15%, 0.6%[11.4 µM], 3%, -27%
O=C(c1ccco1)N1CCN(Cc2nnnn2CCc2ccccc2)CC1
    -2%, -0.2%, 0%, 6%
CCc1cccc(C)c1NC(=O)CN1CCN(Cc2ccccc2Cl)S1(=O)=O
    -6%, ?, 0%, 8%[10.9 µM]
N#CC1=C(N)n2c(s/c(=C\c3ccco3)c2=O)=C(C#N)C1c1ccco1 (stereo not drawn)
    -3%, 1.5%, -3%, -6%
COC(=O)c1ccc(NC(=O)CCN2CCN(CCC(=O)Nc3ccc(C(=O)OC)cc3)CC2)cc1
    -2%, nt, 2%, nt
CC(C)Cc1cc(C(=O)NCCc2ccccc2)no1
    -10%, 12%, -6%, -27%
COC(=O)C1=C(C)NC(=O)NC1c1ccc(OCC(=O)N2CCCCC2)cc1 (stereo not drawn)
    10%, -1.1%, -9%, -7%
CC(C)(C)OC(=O)NCCCC(CCCNC(=O)OC(C)(C)C)C(=O)O
    -11%, -0.1%, 5%, -12%
Cc1cn2c(=O)cc(COc3cccc(NC(=O)c4ccc(C(C)(C)C)cc4)c3)nc2s1
    ?, ?, ?, -17%[10.9 µM]
COc1cccc(-c2cn3c(n2)sc2cc(C(=O)NCCc4ccccc4)ccc23)c1
    -2%, ?, -5%, -10%[10.9 µM]
Cc1nc(-c2ccc(Cl)cc2)sc1CCNC(=O)C(=O)Nc1ccc2c(c1)OCO2
    -6%, -3.3%, -3%, -7%[10.9 µM]
CCCn1nnc(NC(=O)COc2ccc(CC)cc2)n1
    17%, nt, 4%, nt
CC(C)CC(NC(=O)C1CCCCC1)C(=O)NCc1ccccn1 (stereo not drawn)
    2%, 0.9%, 2%, 9%
Cn1nc(C(=O)NCc2ccc(F)cc2)c2ccccc2c1=O
    -7%, 0.4%, 0%, -9%
CCOc1ccc(CCNc2ncnc3onc(-c4ccc(F)cc4)c23)cc1OCC
    -7%, ?, -1%, -24%[10.9 µM]
CCCCN(C)CCCNC(=O)C1CCN(c2nc3ccc(CC)cc3s2)CC1
    ?, ?, 13µM*, -9%[10.9 µM]
COc1ccccc1N1CCN(C(=O)c2oc3ccccc3c2C)CC1
    -14%, 0.2%, -2%, -7%
COc1ccc(/C=C(/C#N)c2nc(-c3ccc(Br)cc3)cs2)cc1
    -19%, 0.6%, -8%, -11%[10.9 µM]
CCCN(CCC)CC(O)Cn1cc(/C=C/C(=O)c2ccc(C)cc2)c2ccccc21 (stereo not drawn)
    13µM*, ?, ?, 11%[10.9 µM]
CCc1nn(CC(=O)NCCN2CCN(C)CC2)c(=O)c2cc3occc3n12
    -5%, -1.9%, -7%, 14%
O=C(Cc1coc(-c2ccc(F)cc2)n1)NCc1ccccc1
    -5%, nt, -1%, nt
Cc1cccc(NC(=O)Cn2c(SCC(=O)NCc3ccccc3)nc3ccccc32)c1C
    -17%, 0.9%, 1%, 14%[10.9 µM]
Cc1ccc(C)c(CN2C(=O)c3ccccc3S(=O)(=O)c3ccc(C(=O)N4CCN(C)CC4)cc32)c1
    -16%, 0.0%, 4%, -9%[10.9 µM]
CC(C)(C)c1ccc(C(=O)Nc2ccc(NC(=O)c3ccc(Cl)c(Cl)c3)cc2)cc1
    -11%, -1.8%, -8%, -8%[10.9 µM]

Taken from above:
COc1cccc(-c2cn3c(n2)sc2cc(C(=O)NCCc4ccccc4)ccc23)c1 in p53ts 32C tox → -5%
CCCCN(C)CCCNC(=O)C1CCN(c2nc3ccc(CC)cc3s2)CC1 in p53ts 32C tox → 13µM*
CCc1cccc(C)c1NC(=O)CN1CCN(Cc2ccccc2Cl)S1(=O)=O in Imprint erasure → 8%[10.9 µM]

In another format: results already given.
> CCOc1ccc(CCNc2ncnc3onc(-c4ccc(F)cc4)c23)cc1OCC
  p53ts 39C kill: -7%
  IkB sig inh: ?
  p53ts 32C tox: -1%
  Imprint erasure: -24%[10.9 µM]

> O=C(c1ccco1)N1CCN(Cc2nnnn2CCc2ccccc2)CC1
  p53ts 39C kill: -2%
  IkB sig inh: -0.2%
  p53ts 32C tox: 0%
  Imprint erasure: 6%

> COc1cccc(-c2cn3c(n2)sc2cc(C(=O)NCCc4ccccc4)ccc23)c1
  p53ts 39C kill: -2%
  IkB sig inh: ?
  p53ts 32C tox: -5%
  Imprint erasure: -10%[10.9 µM]

Next entries.
Each structure is followed by: p53ts 39C kill, IkB sig inh, p53ts 32C tox, Imprint erasure
CCC(=O)N1c2ccc(S(=O)(=O)N3CCCCCC3)cc2CC1C (stereo not drawn)
    5%, -3.6%, 6%, -14%[10.9 µM]
Cc1ccc(Cl)cc1N1CCN(c2ncnc3onc(C)c23)CC1
    -3%, ?, -4%, -8%[10.9 µM]
CCOC(=O)c1cnc2c(C)cc(C)cc2c1NCCN1CCOCC1
    2%, 1.6%, 2%, -14%[10.9 µM]
O=C1CN(C(=O)CSc2nnnn2-c2ccc(Cl)cc2)c2ccccc2N1
    -22%, 0.0%, 7%, -10%
CC(C)NC(=O)N1CCCC2(CCN(S(=O)(=O)c3ccccc3)CC2)C1
    0%, 2.7%[11.4 µM], -6%, nt
C=CCn1c(SCC(=O)Nc2ccc3c(c2)OCCO3)nnc1-c1ccco1
    -6%, -2.3%, 5%, -14%
Cc1ccc(CCNC(=O)c2ccc(CS(=O)(=O)Cc3ccc(Cl)cc3)o2)cc1
    14%, 0.1%, -6%, -12%[10.9 µM]
CCC/C=C(\CCC)C(NC(=O)c1cccs1)c1ccc(C(F)(F)F)cc1 (stereo not drawn)
    ?, nt, -23%, 5%
CCCn1cc(S(=O)(=O)c2ccc(OCC)cc2)c(=O)c2cc(C)ccc21
    2%, 0.2%, 4%, -9%[10.9 µM]
O=C(CN(CCCN1CCOCC1)C(=O)Cn1nnc(-c2ccc(F)cc2)n1)NC1CCCCC1
    8%, 0.5%, -3%, -3%
Cn1c(CN2CCOCC2)nnc1SCC(=O)Nc1ccc2c(c1)OCCO2
    7%, 4.9%, 4%, -7%
CC(=O)Nc1ccc(C)cc1-c1nc2ccccc2n(CC(=O)Nc2cc(Cl)ccc2C)c1=O
    -7%, 3.5%, 16%, -15%[10.9 µM]
Fc1ccc(NCc2nc3ccccc3n2CCOc2ccccc2Cl)cc1
    ?, 23%, -23%, -11%[10.9 µM]
Cc1nc(NC2CCCCC2)c2nc(-c3ccccc3)n(CC3CCN(C)CC3)c2n1
    -5%, nt, -1%, -7%
COc1cc(-c2nc3cnccn3c2Nc2ccc(C(C)C)cc2)ccc1O
    ?, ?, ?, -12%[10.9 µM]
COC(=O)C1=C(C(=O)c2ccc(C)cc2)C(c2ccc(OC)c(OC)c2)n2nnnc2N1 (stereo not drawn)
    18%, 0.4%, 5%, -6%
O=S(=O)(c1ccc(N2CCCC2)cc1)C(F)(F)F
    0%, 3.7%, 5%, -6%
O=C(CN1CCC(n2nnc3cc(C(F)(F)F)ccc32)CC1)N1CCc2ccccc21
    -9%, 1.8%, 0%, -6%
O=C(Cn1nc(-c2ccccc2)ccc1=O)NCC1COCCO1 (stereo not drawn)
    15%, -0.1%, 0%, -2%
O=C(O)c1cc(=O)[nH]c(SCc2ccccc2)n1
    7%[9.22 µM], 0.5%[11.4 µM], 3%[9.22 µM], -10%[10.9 µM]

Screens as filed in PubChem.
